HCMV inh = human cytomegalovirus inhibition; HFF cells, HCMV-luciferase reporter, 72 h; active compounds read low; activity change, negative = inhibition, % at 57.5 µM; 410,000 compounds, 4.5% hits; AID 1259415; in the data active = activity change below about -60%; inconclusive = no clear call, values can overlap the other calls; inactive = above about -39%
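Screen run at 2 compound doses on HFFs infected with reporter HCMV, MOI 1 PFU/cell. Luciferase activity from cell lysates at 72 h post infection gave inhibition relative to buffer-only and Salinomycin wells.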
AMA1 RON2 block = inhibitors of Plasmodium falciparum AMA1-RON2 interaction | AlphaScreen AMA1-biotinylated RON2 peptide binding | AID 720542 | 360,000 compounds, 0.2% hits | Potency, µM (series often up to 58.2 µM), for inactives: at the top dose activity change, negative = inhibition, actives largely listed as inhibitors;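 also: potency is read from the fitted curve at half-maximal effect; 0% = vehicle wells and -100% = peptide control; nearly all actives have a fitted effect of over 45% in size; some results filed as inactive show a strong effect at the top dose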
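AMA1 (3D7) with his tag at 25 nM final met compounds first, then biotinylated RON2 peptide at 25 nM; detection used donor plus acceptor beads, 10 µg/mL apiece, read by AlphaScreen after 30 min at room temperature.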
AmpC no deterg = inhibitors of E. coli AmpC beta-lactamase without detergent. AmpC nitrocefin hydrolysis, absorbance 480 nm, 0.0001% Triton. Potency, µM (top dose mostly 57.1 µM), inactives show at the top dose activity change, negative = inhibition, hits mostly inhibitors. 330,000 compounds, 0.52% hits. AID 485341;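 also: potency is read from the fitted curve at half-maximal effect; plate controls were no compound for no effect and no enzyme for full effect; nearly all actives have a fitted effect of over 20% in size; some results filed as inactive show a strong effect at the top dose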
Target sequence (P00811 whole entry, looked up): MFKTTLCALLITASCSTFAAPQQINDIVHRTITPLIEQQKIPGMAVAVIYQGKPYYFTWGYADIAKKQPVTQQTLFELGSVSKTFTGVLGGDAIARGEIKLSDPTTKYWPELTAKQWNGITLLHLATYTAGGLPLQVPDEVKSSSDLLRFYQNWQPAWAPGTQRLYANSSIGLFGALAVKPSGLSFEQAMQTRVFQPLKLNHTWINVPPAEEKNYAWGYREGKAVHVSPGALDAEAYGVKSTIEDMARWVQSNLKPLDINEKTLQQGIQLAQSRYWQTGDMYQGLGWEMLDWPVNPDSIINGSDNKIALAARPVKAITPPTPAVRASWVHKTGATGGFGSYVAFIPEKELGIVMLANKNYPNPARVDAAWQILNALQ
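AmpC (5.3 nM in the dispensed reagent) in 20 mM phosphate pH 7.0 with 0.01% (detergent screen) or 0.0001% Triton X-100 was preincubated with compounds for 15 min at room temperature. Nitrocefin was then added from an 800 uM solution, and hydrolysis was followed at 480 nm.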
LmPK inh = inhibitors of Leishmania mexicana pyruvate kinase. Q27686. purified LmPK, Kinase-Glo ATP luminescence, 1 h. Potency, µM (series often up to 57.5 µM), without a hit: at the highest dose activity change, negative = inhibition, hits mostly inhibitors. 290,000 compounds, 0.37% hits. AID 1721; also: potency is read from the fitted curve at half-maximal effect
Target sequence (Q27686 whole entry, looked up): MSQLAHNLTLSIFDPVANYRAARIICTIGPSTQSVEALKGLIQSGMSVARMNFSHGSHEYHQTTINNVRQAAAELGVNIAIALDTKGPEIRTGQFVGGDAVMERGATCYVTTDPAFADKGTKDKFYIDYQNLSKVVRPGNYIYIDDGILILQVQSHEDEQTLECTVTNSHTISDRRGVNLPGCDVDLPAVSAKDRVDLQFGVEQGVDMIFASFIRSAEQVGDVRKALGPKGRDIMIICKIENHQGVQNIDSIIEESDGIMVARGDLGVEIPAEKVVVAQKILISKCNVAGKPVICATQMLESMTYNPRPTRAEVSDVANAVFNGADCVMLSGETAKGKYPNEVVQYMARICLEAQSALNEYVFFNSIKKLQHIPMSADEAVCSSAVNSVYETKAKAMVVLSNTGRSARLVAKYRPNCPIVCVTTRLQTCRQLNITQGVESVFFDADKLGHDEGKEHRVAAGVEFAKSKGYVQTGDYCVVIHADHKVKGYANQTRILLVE
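Purified LmPK (0.1 nM) with 0.5 mM PEP and 0.1 mM ADP in imidazole buffer pH 7.2 with MgCl2/KCl, 1 h at room temperature. ATP formed was read by luciferase luminescence and normalized to no-enzyme and uninhibited controls.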
AmpC inh detg = blocks E. coli AmpC beta-lactamase in detergent assay; P00811; AmpC hydrolysis of nitrocefin, absorbance 480 nm, 0.01% Triton; Potency, µM (doses to about 114 µM), inactives show top-dose activity change, negative = inhibition, most hits filed as inhibitors; 370,000 compounds, 0.041% hits; AID 485294;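 also: potency is read from the fitted curve at half-maximal effect; 0% = no-compound wells and -100% = no-enzyme wells; nearly all actives have a fitted effect of over 25% in size; some results filed as inactive show a strong effect at the top dose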
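20 mM phosphate pH 7.0 + 0.01% (detergent screen) or 0.0001% Triton X-100; 5.3 nM AmpC reagent; cpd preinc 15 min RT; nitrocefin (800 uM stock) to start; A480 q20 s × 4 min; Activity was normalised to no-enzyme and no-compound control wells.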
TbPYK inhibitor = blocks Trypanosoma brucei pyruvate kinase; TbPYK enzyme, Kinase-Glo Plus ATP luminescence, 45 min; 410,000 compounds, 0.12% hits; Potency, µM (highest dose often 76.8 µM), for inactives: top-dose activity, negative = inhibition, most hits filed as inhibitors; Q57TT1; also: potency is read from the fitted curve at half-maximal effect; nearly all actives have a fitted effect of over 50% in size
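Assay buffer: 50 mM TEA pH 7.2, 100 mM KCl, 10 mM MgCl2, 0.05% BSA, 0.01% Tween-20. Pyruvate kinase from T. brucei plus substrate met compound, then ADP (130 uM final). Luminescence was read post 45 min RT.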
Sm TGR block = S. mansoni TGR enzyme inhibition | 360,000 compounds, 3% hits | Potency, µM (series often up to 114 µM), inactives show at the highest dose activity change, negative = inhibition, most hits filed as inhibitors | AID 485364 | Q962Y6 | purified TGR, DTNB reduction, TNB absorbance 405 nm; also: potency is read from the fitted curve at half-maximal effect; nearly all actives have a fitted effect of over 60% in size
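First, TGR (20 nM dispensed) and NADPH were mixed with compound. Second, a 15 min room-temperature incubation followed. Third, further NADPH and then DTNB were added to start the reaction. Finally, TNB absorbance was monitored kinetically.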
Starred values were filed as active, the others as inactive; u = inconclusive; x = not tested or not shown; & = joins results of further samples; [ ] = another dose, or the depositor's remark. Unless noted, calls follow the shape of the dose curve; as a rule, active = well fitted curve in the direction sought with a large enough effect; inconclusive = small, poorly fitted or top-dose-only effect, or another doubt; inactive = no such curve, though single readings can be large; an effect the other way counts as inactive or inconclusive. Unless noted, % is scaled to controls: 0 for no effect and ±100 for the full control effect.

SMILES	HCMV inh	AMA1 RON2 block	AmpC no deterg	LmPK inh	AmpC inh detg	TbPYK inhibitor	Sm TGR block
CCCn1c(C2CCCN2c2nc(-c3cccc(Br)c3)cs2)nc2ccccc21 (stereo not given)	u	11%	-3%	-2%	-8%	2%	6%
c1ccc2c(c1)c1cccc3ccc4cccc2c4c31	-34	12%	-8%	x	-7%	2%	-21%
Cc1cnc([N+](=O)[O-])n1CCOC(=O)NC(=O)c1c(F)cccc1F	13	-10%	-14%	-4%	0%	2%	1%
CC(/C=N/n1cnnc1)=C\c1ccccc1	3	0%	x	0%	-7%	14%	2%
CCOC(=O)Cc1c(C)nc2c(-c3ccc(Cl)cc3)cnn2c1C	2	79%[activator]	152%[activator]	4%	-6%	-5%	x
O=C(CN1CCSC1=NCc1ccccc1)c1ccccc1	-37	3%	-26%	13%	9%	-6%	-27%
O=C(N/N=C/c1cccc2nccnc12)c1ccccc1O	10	112%[activator]	-21%	-3%	8%	-1%	16%
O=C(NCc1ccccc1)c1cccnc1N1CCOCC1	-36	5%	-7%	-11%	-4%	-10%	-9%
O=C(NCCN1CCOCC1)c1cc2ccccc2o1	-7	1%	-3%	0%	-3%	0%	-1%
O=C1NC(=S)NC(=O)C1=Cc1cccc2cc3ccccc3cc12	-94*	43%[activator]	-43%	-18%	3%	u	u
Cc1cccnc1CNC(=O)C1(C)CCCN1CC(C)C (stereo not given)	-37	103%[activator]	x	x	x	5%	x
CCCCN1C(=O)C(NC(=O)CC(C)C)(C(F)(F)F)C2=C1CC(C)(C)CC2=O (stereo not given)	-13	17%	-11%	1%	u	-18%	34%
Cc1ccc(NC(=O)CNC(=O)Cn2cnc3sc(C)c(C)c3c2=O)cc1F	0	2%	143%[activator]	-4%	-10%	-3%	5%
Cc1ccc(OCC(=O)Nc2ccccc2C(=O)OCc2cc(=O)n3ccsc3n2)cc1	68	x	x	x	-4%	-12%	5%
Cc1ccc(S(=O)(=O)NCCSc2nnnn2-c2ccc(Cl)c(C(=O)O)c2)cc1	10	x	x	x	-4%	7%	-8%
COc1cccc(NC(=O)c2ccc(N3C(=O)C4CC=CCC4C3=O)cc2)c1 (stereo not given)	15	-1%	x	x	x	-1%	x
Cc1cccc(Nc2nnc(SCC(=O)NCC3CCCO3)s2)c1C (stereo not given)	-32	26%	24%	x	x	1%	x
COC(=O)CNC(c1ccccc1)c1cc(Br)ccc1NC(=O)c1ccc(Cl)cc1 (stereo not given)	-16	x	x	x	0%	-3%	6%
CC12CCC3c4ccc(OP(=O)(N5CC5)N5CC5)cc4CCC3C1CCC2=O (stereo not given)	3	55%[activator]	x	x	x	-2%	x
Cc1ccc(NS(=O)(=O)c2ccc(-c3cnc(C4CC4)o3)cc2)c(C)c1	u	-8%	-6%	-11%	u	-1%	-1%
O=C(Nc1ccc(OC(F)(F)F)cc1)C1CCN(S(=O)(=O)c2ccc3[nH]c(=O)ccc3c2)CC1	-4	x	x	x	-7%	-1%	-3%
Cc1cc(C)nc(N2CCC(C(=O)Nc3ccc4c(c3)CCC4)CC2)n1	29	-3%	-14%	4%	u	2%	3%
COc1cccc(CN2CCC(N(CCc3ccccc3)Cc3ccccc3)CC2)c1OC	-64*	-21%[11.6 µM]	85%[activator]	-4%	-1%	12%	0%
Fc1ccc(CNc2ccccn2)cc1	12	-3%	-12%	-5%	-4%	7%	2%
O=C1OCCN1C(=O)[C@H]1[C@H](c2ccccc2)C(c2ccc(F)cc2)=NN1c1ccccc1	-11	10%	-3%	x	x	3%	x

Limited to AMA1 RON2 block and AmpC inh detg (3 entries from above):
Compound	AMA1 RON2 block	AmpC inh detg
Cc1cnc([N+](=O)[O-])n1CCOC(=O)NC(=O)c1c(F)cccc1F	-10%	0%
COc1cccc(NC(=O)c2ccc(N3C(=O)C4CC=CCC4C3=O)cc2)c1 (stereo not given)	-1%	x
Cc1ccc(OCC(=O)Nc2ccccc2C(=O)OCc2cc(=O)n3ccsc3n2)cc1	x	-4%

Next section:
SMILES	HCMV inh	AMA1 RON2 block	AmpC no deterg	LmPK inh	AmpC inh detg	TbPYK inhibitor	Sm TGR block
CC1CCCCC1NC(=O)CSc1nnc(-c2ccco2)n1N (stereo not given)	-15	-3%	x	x	x	1%	x
C=CCn1c(SCC(=O)Nc2ccc(F)cc2F)nnc1-c1cnccn1	17	2%	-4%	-8%	0%	7%	-9%
CCOC(=O)CN1CCC(c2ccccc2)CC1	-8	-3%	-8%	3%	u	-1%	-1%
CC(C)(C)c1ccc(C(=O)Nc2nc3nc(-c4ccccc4)cc(=O)n3[nH]2)cc1	18	x	x	x	8%	5%	4%
COc1ccc(C(=O)NN=C2CCCC2)cc1OC	-31	84%[activator]	-20%	8%	u	5%	-2%
COc1ccc(NC(=O)N2CCCC2C(=O)Nc2ccc(C)c(Cl)c2)cc1 (stereo not given)	6	3%	-4%	1%	-13%	0%	-26%
Cc1cc(NC(=O)Nc2cccc(C(F)(F)F)c2)n(C)n1	-30	-2%	-17%	-3%	-2%	-1%	-4%
C=CC(=O)N1C/C(=C/c2ccccc2)C(=O)/C(=C\c2ccccc2)C1	-97*	-24%	x	x	x	-10%	x
COCCNC(=O)C(c1ccc(OC)cc1)N(Cc1ccco1)C(=O)CCC(=O)Nc1ccccn1 (stereo not given)	9	-4%	29%	1%	-13%	4%	7%
O=c1[nH]c(=O)n(C2CCCO2)cc1F (stereo not given)	23	-11%	-41%	2%	u	1%&0%	-11%
O=C(Nc1ccccc1)C1Cc2c(-c3cccc(F)c3)ccnc2O1 (stereo not given)	-31	-8%	x	x	x	6%	x
Cc1ccc(Cn2c(=O)n(Cc3ccc(Cl)cc3)c(=O)c3cccnc32)cc1	24	x	x	x	23%	0%	1%
CC(C)(C)c1ccc(OCC(=O)Nc2ccc(S(=O)(=O)Nc3ncccn3)cc2)cc1	11	x	x	x	7%	-9%	16%
COCCCNC(=O)c1ccc(Cn2c(=O)c3ccccc3n(Cc3c(C)cc(C)cc3C)c2=O)cc1	-3	x	x	x	2%	1%	-1%
Nc1ccc2c(c1Br)Cc1ccccc1-2	33	-29%	x	x	x	-3%	x
COc1ccc(Cl)cc1NC(=O)CN(C)C(=O)c1cccc2cccnc12	-7	-11%	25%	x	x	5%	x
COc1cc(/C=C/C(=O)OCC(=O)NC2CCS(=O)(=O)C2)ccc1O (stereo not given)	20	-5%	-11%	3%	u	-4%	-11%
CCOc1ccc(CC(=O)NNC(=O)/C=C/C(=O)O)cc1	24	70%[activator]	-21%	1%	5%	3%	18µM*
c1ccc2c(c1)OCC(c1csc3ncnc(N4CCCC4)c13)O2 (stereo not given)	-24	-6%	15%	-7%	-2%	-5%	-5%
COc1ccc(OCC(=O)O/N=C(\N)Cc2ccc(Cl)cc2Cl)cc1	3	113%[activator]	-27%	1%	-1%	-2%	-1%
Cc1cc(C)c(C)c(S(=O)(=O)N2CCN(C(=O)CNC(=O)c3ccco3)CC2)c1C	-27	-10%	134%[activator]	x	-1%	1%	3%
CC(C)(C)C(=O)N1CCn2c1nc1ccccc12	u	-10%	-12%	-1%	-13%	-3%	x
Cn1cc(Cl)c(C(=O)OCC(=O)Nc2nc(-c3ccc(Br)cc3)cs2)n1	39	0%	-50%	-2%	-15%	-1%	-9%
COc1ccccc1C(=O)NC(=O)COC(=O)Cc1ccccc1[N+](=O)[O-]	-16	-2%	u	x	u	1%	3%
CC(=O)c1sc(NC(=O)c2ccc(COc3ccccc3Cl)o2)nc1C	24	-4%	-35%	0%	0%	2%	u

Further results
SMILES	HCMV inh	AMA1 RON2 block	AmpC no deterg	LmPK inh	AmpC inh detg	TbPYK inhibitor	Sm TGR block
Cc1ccccc1-c1cccc([C@@H]2C[C@H]3[C@H](CON3C)CN2Cc2ccccc2)c1	-21	-10%	x	x	x	1%	x
O=C(CCN1C(=O)c2ccccc2C1=O)Nc1cccc(S(=O)(=O)NC2=NCCC2)c1	-6	12%	-33%	3%	-8%	-4%	0%
CCc1ccc(C(C(=O)NCc2ccc(OC)cc2)N(CCOC)C(=O)Cc2cccs2)cc1 (stereo not given)	u	-4%	0%	6%	-6%	0%	-15%
CC(C)Oc1cc(F)ccc1-c1cc(C(=O)Nc2ccccc2)[nH]n1	-5	37%[activator]	x	x	x	5%	x
CCn1c(SCC(=O)Nc2c(C)n(C)n(-c3ccccc3)c2=O)nc2c1c(=O)n(C)c(=O)n2C	-28	3%	-14%	-9%	8%	-3%	0%
Cc1ccc(C(=O)NCCNC(=O)c2ccc(C)nc2)cc1	-6	-10%	-6%	5%	-13%	-2%	0%
COC(=O)c1c(Sc2ccccc2)c2ccccc2n1C	-16	37%[activator]	-6%	0%	2%	0%	-8%
COC(=O)c1ccc2nc(-c3ccco3)c(Cc3ccccc3)n2c1	121	-6%	x	x	x	u	x
COc1cccc(NC(=O)CSC2=Nc3ccccc3C3=NC(CCC(=O)NCCc4ccccc4)C(=O)N23)c1 (stereo not given)	-68*	x	x	x	2%	-5%	-1%
O=C(Nc1ccc2ccccc2c1)c1ccccc1F	73	13%	-19%	-5%	-8%	0%	-19%

5 entries from above, ordered by SMILES length, smallest number first:
SMILES	HCMV inh	AMA1 RON2 block	AmpC no deterg	LmPK inh	AmpC inh detg	TbPYK inhibitor	Sm TGR block
O=C(Nc1ccc2ccccc2c1)c1ccccc1F	73	13%	-19%	-5%	-8%	0%	-19%
COC(=O)c1c(Sc2ccccc2)c2ccccc2n1C	-16	37%[activator]	-6%	0%	2%	0%	-8%
CC(C)Oc1cc(F)ccc1-c1cc(C(=O)Nc2ccccc2)[nH]n1	-5	37%[activator]	x	x	x	5%	x
CCc1ccc(C(C(=O)NCc2ccc(OC)cc2)N(CCOC)C(=O)Cc2cccs2)cc1 (stereo not given)	u	-4%	0%	6%	-6%	0%	-15%
Cc1ccccc1-c1cccc([C@@H]2C[C@H]3[C@H](CON3C)CN2Cc2ccccc2)c1	-21	-10%	x	x	x	1%	x

Source: PubChem (National Center for Advancing Translational Sciences (NCATS))
